# LGR2 antag: inhibitors of bursicon-induced LGR2 CRE-luciferase signal, primary screen, cell-based, HEK293, CRE-luciferase reporter, bursicon stimulation; Drosophila bursicon receptor LGR2 (rickets); bursicon-stimulated, 4 h; inhibition, % at 9.99 µM; 380,000 tested, 0.35% active;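 active = drop in luminescence signal, shown as inhibition above about 50% in the replicate tests, limit read from the data, passing the limit was not always enough; inconclusive = probably only some replicates passing the limit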;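 note: agonist challenge used bursicon conditioned medium at about half maximal strength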
# ARNT-TACC3 inh: disruptors of ARNT/TACC3 protein interaction, primary screen, biochemical, AlphaScreen, single concentration; Transforming acidic coiled-coil-containing protein 3 (Homo sapiens), Q9Y6A5; AlphaScreen His-ARNT PAS-B/GST-TACC3 binding, luminescence; TACC3 fragment carries E629A point mutation; inhibition, % at 9.99 µM; 390,000 tested, 0.66% active;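 active = mean inhibition of replicates at least 50% and at least half of replicates each reaching 50%; inconclusive = half or more replicates reach 50% but mean below 50%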;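 note: 0% = complete ARNT plus TACC3 wells and 100% = ARNT alone without TACC3; many hits fall short of the cut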
# Casp6 inh: human caspase-6 inhibitors, primary screen, biochemical, VEID-R110 fluorescence, single point, set 2 | 350,000 tested, 0.53% active | P55212 | AID 686996, 2013 | inhibition, % at 12.5 µM | purified caspase-6, Z-VEID-R110 cleavage fluorescence;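 active = mean inhibition across replicates at least about 35%, with every replicate also reaching that limit, limit read from the data; inconclusive = only one of the two criteria met; inactive = neither criterion met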;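 note: 0% = median of neutral control wells and 100% = no fluorescence left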
# Target sequence (P55212 24-179 limits assumed): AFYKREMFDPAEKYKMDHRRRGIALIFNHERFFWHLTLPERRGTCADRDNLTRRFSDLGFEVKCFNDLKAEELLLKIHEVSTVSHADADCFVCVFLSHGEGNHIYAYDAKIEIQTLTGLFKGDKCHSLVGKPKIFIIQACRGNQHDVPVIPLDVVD
# Target sequence (P55212 194-293 limits assumed): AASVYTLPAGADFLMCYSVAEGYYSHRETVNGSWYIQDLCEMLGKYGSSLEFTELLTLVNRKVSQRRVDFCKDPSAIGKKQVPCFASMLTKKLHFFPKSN
# PAX8 inh HTS: inhibitors of PAX8-driven TPO luciferase reporter, primary screen, RMG-I cells, single concentration; SteadyGlo, 24 h; inhibition, % at 12.6 µM; 360,000 tested, 1.2% active;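 active = mean replicate inhibition at least 60% with every replicate also reaching 60%; inconclusive = only one of the two criteria is met; inactive = mean below 60% and not all replicates reaching 60%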;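 note: luciferase light reporting Pax8 driven TPO promoter activity; plate controls were median of neutral control wells for no effect and mitoxantrone controls for full effect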
# DENV2 CPE rescue: inhibitors of DENV2 cytopathic effect, primary screen, cell-based, plate reader, single concentration. CPE inhibition, % at 9.99 µM. DENV2-infected cells, cytopathic effect rescue. 350,000 tested, 1.7% active; in the data active = CPE inhibition above about 20%, passing the limit was not always enough; inconclusive = no clear call, values can overlap the other calls; tested in BHK-21 cells;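 note: 0% = median of neutral control wells and 100% = median of positive control wells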
# SIRT5 block: SIRT5 desuccinylase inhibitors, primary screen, biochemical, fluorescence imaging, single point, set 5 | NAD-dependent protein deacylase sirtuin-5, mitochondrial (Homo sapiens), Q9NXA8 | Purified SirT5, succinyl-peptide AMC, trypsin-coupled fluorescence | inhibition, % at 15 µM | 330,000 tested, 1.1% active; in the data active = inhibition above about 15%; inconclusive = no clear call, values can overlap the other calls
# Target sequence (Q9NXA8 whole entry, looked up): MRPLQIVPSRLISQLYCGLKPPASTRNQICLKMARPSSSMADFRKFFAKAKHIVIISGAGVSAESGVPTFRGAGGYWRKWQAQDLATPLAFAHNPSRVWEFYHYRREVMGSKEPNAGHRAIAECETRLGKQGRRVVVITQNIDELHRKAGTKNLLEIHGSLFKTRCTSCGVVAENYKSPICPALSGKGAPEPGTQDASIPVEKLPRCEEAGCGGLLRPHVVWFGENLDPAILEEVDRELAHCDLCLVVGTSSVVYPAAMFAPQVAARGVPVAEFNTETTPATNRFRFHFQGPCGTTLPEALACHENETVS
# EWS-Fli inh: EWS/Fli-driven NR0B1 reporter inhibitors, primary screen, A673 cells, NR0B1 luciferase, luminescence, MLPCN library; viability-normalised; inhibition, % at 12.6 µM; 350,000 tested, 0.67% active; AID 651661, 2012;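 active = mean inhibition of at least 50% after viability correction, with every replicate also passing that limit; inconclusive = mean reaches 50% but only one of two replicates passes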;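 note: firefly luciferase signal divided by Alamar Blue viability fluorescence both relative to DMSO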
# Active calls of the source: *; ? = inconclusive; · = no result given; & = joins results of further samples.
SMILES,LGR2 antag,ARNT-TACC3 inh,Casp6 inh,PAX8 inh HTS,DENV2 CPE rescue,SIRT5 block,EWS-Fli inh
Cc1cccc(C)c1NC(=O)C(c1ccnc2ccccc12)n1c(=O)c(-c2ccco2)nc2ccccc21 (stereo not given),-7,·,5,-5,-11,-3,0
O=C(Nc1ccc(Cl)cc1C(=O)N1CCOCC1)c1cccc([N+](=O)[O-])c1,12,·,-2,-10,-2,0,-2
CCC(=O)N1C[C@@H](O)COC[C@H]2O[C@@H](CC(=O)NC)CC[C@@H]21,·,-9,-4,5,-5,-2,8
C/C=C/c1ccc([C@H]2[C@@H](CO)N(C(=O)CN(C)C)C23CN(C(=O)C2CCCC2)C3)cc1,0,·,1,-21,3,-4,1
COc1ccc(CCN2C(=O)NC(NS(=O)(=O)c3ccc(Cl)cc3)(C(F)(F)F)C2=O)cc1OC (stereo not given),1,-18,-1,11,-6,-3,-4
CC(C)Cn1c(CN2CCCCC2C)nc2c1c(=O)n(C)c(=O)n2C (stereo not given),-5,-3,-1,-12,1,4,-1
O=C(CSc1nnc2scc(-c3ccc(Cl)cc3)n12)NCc1ccc2c(c1)OCO2,-13,9,-2,·,-3,-1,3
C[C@@H]1CN([C@@H](C)CO)C(=O)c2cc(Br)cnc2O[C@@H]1CN(C)C(=O)Nc1ccc(F)cc1,6&-1,-9&-16,1&1&1,-7&12&-8,?,-4&-2&-1,7&11&-3
CCc1ccc(OCC(=O)NNC(=O)c2cc(S(=O)(=O)N(C)C)ccc2N2CCCC2)cc1,-6,-2,-1,2,-5,2,0
Cc1noc(C)c1CN(C(=S)NC1CC1)c1ccccc1,5,0,-3,20,-4,-4,37
CNC(=O)C[C@H]1CC[C@H]2[C@@H](COc3ccc(NC(=O)c4ccccc4Cl)cc3C(=O)N2C)O1,·,-3,0,-4,?,6,5
C[C@H](CO)N1C[C@H](C)[C@H](CN(C)CC2CCCCC2)Oc2ccc(NS(=O)(=O)c3cn(C)cn3)cc2C1=O,-13,-12,-1,·,-2,-2,16
COc1ccc(C(=O)C2CCCN(C(=O)c3noc4c3CCCC4)C2)c(C)c1 (stereo not given),13,-2,5,1,·,-3,2
COCC(=O)Nc1ccc2c(c1)C(=O)N(C)C[C@H](OC)[C@H](C)CN(C(=O)COC)[C@@H](C)CO2,4,-4,-1,-1,-3,-1,0
CN(C)CC(=O)N1CC2(C1)[C@H](c1ccccc1)[C@H](CO)N2Cc1ccccc1F,-24,·,-3,-17,-11,2,16
CS(=O)(=O)Nc1ccc2c(c1)[C@@H]1C[C@@H](CC(=O)O)O[C@@H](CO)[C@@H]1O2,2,·,0,-12,7,-2,·
COc1ccc(Cn2nnc3ccccc32)cc1,-24,2,-19,-5,-13,·,6
CC(C)N1CCC(C)(C(=O)Nc2ccc(Cl)c(Cl)c2)C1 (stereo not given),-9,·,0,-24,5,-2,-4
CCCC(=O)Nc1ccc2c(c1)COC2=O,12,3,1,-7,·,-2,-5
COC(=O)C[C@@H]1C=C[C@@H](NC(=O)c2cccnc2)[C@@H](CO)O1,12,·,3,0,-10,-3,-4
C[C@@H]1CN([C@H](C)CO)C(=O)c2ccccc2-c2ccccc2CO[C@H]1CN(C)S(=O)(=O)c1ccccc1F,-1,1,1,3,-4,-2,-9
CN=C1SC(CC(=O)Nc2ccc(F)cc2F)C(=O)N1/N=C(\C)c1cccc(OCC(=O)O)c1 (stereo not given),4,2,8,23,-1,-1,0
CCCC(=O)Nc1ccc2c(c1)C(=O)N(C)C[C@H](OC)[C@H](C)CN(Cc1ccccc1)[C@@H](C)CO2,-7,-9,-5,·,-2,0,11
CCc1nn(CC(=O)O)c(=O)c2ccccc12,20,-3,1,·,-2,-3,8
C[C@@H]1CN([C@@H](C)CO)C(=O)c2cc(N(C)C)ccc2O[C@@H](C)CCCCO[C@@H]1CN(C)CC1CCCCC1,-1,-1,-1,-4,11,2,-8
# Continuation:
SMILES,LGR2 antag,ARNT-TACC3 inh,Casp6 inh,PAX8 inh HTS,DENV2 CPE rescue,SIRT5 block,EWS-Fli inh
CCN(C(=O)CSc1nc2ccccc2n1CC)C1CCS(=O)(=O)C1 (stereo not given),-6,7,-2,1,-4,-4,3
COC(=O)C[C@@H]1C[C@@H]2c3cc(NC(=O)Cc4ccncc4)ccc3O[C@@H]2[C@H](CO)O1,-3,3,2,-9,2,5,3
CCCCCCc1c(C)nc(-n2[nH]c(C)c(CCO)c2=O)[nH]c1=O,·,9,-3,-7,-1,-1,9
NC(Cc1ccc(C(F)(F)F)cc1)c1csc(Nc2ccc(C(=O)NCc3ccco3)cn2)n1 (stereo not given),-6,·,-3,-2,11,·,4
CCC(Oc1ccccc1)C(=O)NCCOC (stereo not given),·,-1,0,-5,2,-3,1
COc1ccc(C(=O)c2c(N)sc3c2CCN(C(=O)OC(C)(C)C)C3)cc1,·,·,-7,-13,-3,-5,4
Cc1cc(C)cc(C(=O)NCC(=O)OCC(=O)N2c3ccccc3NC(=O)C2(C)C)c1,9,·,11,8,1,-1,11
C[C@H]1CN([C@@H](C)CO)C(=O)c2cc(NC(=O)C3CCCCC3)ccc2O[C@@H]1CN(C)C(=O)Nc1ccc2c(c1)OCO2,3,0,-2,-38,3,-2,0
Cc1ccc(S(=O)(=O)N[C@H]2CC[C@H](CCn3cc(C4CCCC4)nn3)O[C@@H]2CO)cc1,-3,-6,3,-21,-5,4,12
COC(=O)/C=C/c1cnc2ccccc2c1,-13,3,0,-42,4,0,-1
O=C(NCc1cccnc1)c1cnc2sccn2c1=O,13,0,-2,-13,-2,·,8
COc1ccc(NC(=S)N(Cc2ccc(C(=O)O)cc2)Cc2ccc(OC)c(OC)c2)cc1,·,-1,2,-4,5,-1,6
COc1ccc(CC(=O)N(C)CC(=O)Nc2ccccc2SC)cc1,12,·,-3,21,3,-2,1
CC(C)C1C(=O)N(Cc2cn(Cc3ccco3)nn2)CCS(=O)(=O)N1Cc1ccc(-c2ccc(F)nc2)cc1 (stereo not given),-31,·,5,9,-1,-3,0
CCOc1ccc(NC(=O)CSc2nnc(COc3c(C)cccc3C)o2)cc1,-7,-5,-2,-18,-4,·,3
C[C@]12Cc3ccccc3C1CC1=N[C@@H](c3ccccn3)O[C@@]13C[C@@H]2C(=O)N3C1CCN(Cc2ccccc2)CC1 (stereo not given in full),0,·,0,-6,-7,·,-3
COc1ccc(C(=O)CSc2nnc(CNC(=O)c3ccco3)n2C)cc1,15,1,3,-5,-1,-2,-4
O=C(NCc1ccccc1Cl)C1CC(=O)N(Cc2ccccc2)C1 (stereo not given),-2,-3,-1,-2,7,0,-3
CN(C1=NS(=O)(=O)N=C(N(C)c2ccccc2)O1)c1ccccc1,-1,·,10,-3,-6,-4,7
C/C(=N\NC(=O)c1cccs1)c1ccc(C(=O)O)s1,13,17,-3,-49,-1,4,-8
CCN(CC)C(=O)c1cccc(NC(=O)c2ccccc2OCc2c(C)noc2C)c1,15,-3,-1,-1,-9,0,4
O=C(/C=C/NCc1ccc(F)cc1)c1ccccc1,-37,-3,·,-36,·,·,·
C/C(=N\NC(=O)c1nnn(-c2nonc2N)c1CN(C)C)c1ccco1,8,5,2,5,1,-2,·
CCc1sc(N2[C@H](C#N)[C@H](c3ccccc3-c3ccc(F)cc3)[C@H]2CO)nc1C,0,·,3,4,-10,-1,0
COc1ccc(S(=O)(=O)N(C)C[C@H]2OCCCC[C@H](C)Oc3ccc(NS(=O)(=O)c4cn(C)cn4)cc3C(=O)N([C@@H](C)CO)C[C@H]2C)cc1,-3,0,-1,-9,-2,2,·

# An excerpt of these results, with tabs.
SMILES	LGR2 antag	ARNT-TACC3 inh	Casp6 inh	PAX8 inh HTS	DENV2 CPE rescue	SIRT5 block	EWS-Fli inh
Cc1noc(C)c1CN(C(=S)NC1CC1)c1ccccc1	5	0	-3	20	-4	-4	37
CNC(=O)C[C@H]1CC[C@H]2[C@@H](COc3ccc(NC(=O)c4ccccc4Cl)cc3C(=O)N2C)O1	·	-3	0	-4	?	6	5

# Additional entries follow:
SMILES,LGR2 antag,ARNT-TACC3 inh,Casp6 inh,PAX8 inh HTS,DENV2 CPE rescue,SIRT5 block,EWS-Fli inh
O=C(CN1CCOCC1)NCC[C@H]1CC[C@@H](NC(=O)Nc2ccc(Cl)cc2)[C@H](CO)O1,7,·,3,4,0,0,0
Cc1cccc(NC(=S)N2CCCC(c3nc4ccccc4[nH]3)C2)c1 (stereo not given),9,-3,-6,5,1,·,11
O=S1(=O)CC(N2CCN(c3ncccn3)CC2)CN1Cc1ccc(F)cc1 (stereo not given),-6,·,0,1,7,-4,-1
Cc1oc2c(O)c(O)ccc2c(=O)c1-c1ccccc1,-4,-12,7,10,-5,-1,16
C[C@@H]([C@H](O)c1ccccc1)N(C)C(=S)Nc1ccccc1,8,-1,-3,20,1,5,1
C=CCOC(=O)C1=C[C@H](C(C)(C)C)[C@@H](CCCO)[C@H](OCC)O1,-8,3,·,-5,·,·,-12
COc1cc(C(=O)NCCc2ccc(S(N)(=O)=O)cc2)ccc1OCc1c(C)noc1C,11,-2,-2,-4,3,-3,-4
CC1Cc2ccccc2N1C(=O)CSc1ncc(-c2ccc(F)cc2)n1C (stereo not given),-63,·,-3,-127,8,-3,-15
C=CCOC(=O)c1ccccc1C(=O)OCC1CO1 (stereo not given),7,-6,0,·,1,4,5
O=C(c1cc(Br)ccc1OC(F)F)N1CCN2CCCC2C1 (stereo not given),2,-3,-4,-9,0,-3,-6
Cc1ccc(C(=O)CC(=O)c2ccc(C)cc2O)cc1,-61,-6,-2,-88,7,-3,-26
Cc1ccc(NS(=O)(=O)c2csc(C(N)=O)c2)c(C)c1,-7,-5,-1,4,-7,-2,-23
COc1ccc(S(=O)(=O)N(C)C[C@@H]2Oc3ccc(NC(=O)Nc4c(C)noc4C)cc3CC(=O)N([C@@H](C)CO)C[C@H]2C)cc1,-13,-4,0,·,-4,-15,3
O=C(CCCCCN1C(=O)[C@@H]2Cc3ccccc3CN2C1=O)Nc1cccc(F)c1,2,2,2,1,10,0,-6
Cc1ccc(-c2c[n+](CC(=O)Nc3ccc(C)cc3C)c3n2CCC3)cc1,5,-2,1,40,-2,·,10
CO[C@@H]1CN(C)C(=O)c2cc(NC(=O)NC(C)C)ccc2OC[C@H](C)NC[C@H]1C,-6,-2,·,-5,·,·,6
Cc1cccc(N(CC(=O)NCc2ccc(F)cc2)C(=O)c2csnn2)c1C,9,-5,4,9,4,·,4
Cc1ccc(S(=O)(=O)N(C)C[C@@H]2OCc3ccccc3-c3ccccc3C(=O)N([C@@H](C)CO)C[C@@H]2C)cc1,12,10,0,·,?,-2,-2
C[C@@H]1CN([C@H](C)CO)C(=O)c2cc(NC(=O)Nc3ccc(C(F)(F)F)cc3)ccc2O[C@H]1CN(C)C(=O)Nc1ccc(F)cc1,3&18,13&0,0&-3,24,1&-12,4&-1,-11&4
CCC(=O)c1ccc(OC(=O)C2CCN(C3=NS(=O)(=O)c4ccccc43)CC2)cc1,-5,19,0,-5,-2,-1,1
O=c1c2ccccc2nc2n1CCC2O (stereo not given),10,-7,-2,·,-3,1,8
COc1ccc(OC)c(CNS(=O)(=O)c2c(C)nc3scc(C)n3c2=O)c1,2,-7,10,3,?,1,-4
CCOC(=O)CC1CCCCN1C(=O)CCCn1nnnc1CN1CCC(C)CC1 (stereo not given),-2,3,3,3,8,-3,1
CCC1CCC/C1=N\NC(=O)CCC(=O)Nc1ccccc1Cl (stereo not given),·,-4,-1,-3,2,10,0

# Grouped by structure: the compounds so far containing a tert-butyl group (two)
SMILES,LGR2 antag,ARNT-TACC3 inh,Casp6 inh,PAX8 inh HTS,DENV2 CPE rescue,SIRT5 block,EWS-Fli inh
COc1ccc(C(=O)c2c(N)sc3c2CCN(C(=O)OC(C)(C)C)C3)cc1,·,·,-7,-13,-3,-5,4
C=CCOC(=O)C1=C[C@H](C(C)(C)C)[C@@H](CCCO)[C@H](OCC)O1,-8,3,·,-5,·,·,-12
